DNMT1 block: DNMT1 (human) enzyme inhibition; DNMT1 molecular beacon, Hinp1I cleavage, fluorescence; P26358; 360,000 tested, 0.83% active; inhibition (reported as % activation of signal), % at 10 µM; in the data active = inhibition above about 50%
NadD block: inhibitors of Staphylococcus aureus NadD; purified NadD enzyme, colorimetric absorbance read-out; inhibition, % at 20 µM; 360,000 tested, 0.78% active; in the data active = inhibition above about 26%; note: some compounds past the cut are filed as inactive
LMPTP block: LMPTP (human) inhibition. P24666. recombinant LMPTP-A, OMFP fluorogenic substrate, fluorescence intensity. inhibition, % at 20 µM. 360,000 tested, 0.22% active. AID 651560;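 active = compounds that cut the enzyme signal by at least half of the control window in the single-dose screen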;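 note: plate controls were DMSO wells with enzyme plus substrate for no effect and substrate without enzyme for full effect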
Target sequence (P24666 whole entry, looked up): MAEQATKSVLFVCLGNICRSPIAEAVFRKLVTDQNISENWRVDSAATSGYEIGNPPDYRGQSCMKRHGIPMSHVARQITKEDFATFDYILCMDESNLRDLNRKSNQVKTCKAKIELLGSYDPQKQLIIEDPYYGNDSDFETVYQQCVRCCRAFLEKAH
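Assay system: LMPTP-A enzyme. Input: 0.625 nM LMPTP-A final. Probe or stimulus: 400 µM OMFP. Compound dosing: single 20 µM dose. Schedule: 50 min dark incubation at room temperature. Detection: fluorescence intensity of OMFP turnover product. Read-out: percent inhibition versus substrate-only and uninhibited controls. Benchmarks: no-enzyme low control, uninhibited high control.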
SUMO1-SIM PPI: alters human SUMO1 binding to SIM partners; SUMO1 binding to a labelled peptide, TR-FRET, 1 h; inhibition, % at 20 µM; 360,000 tested, 0.33% active; AID 602429; in the data active = inhibition above about 37%
Target sequence (P63165 whole entry, looked up): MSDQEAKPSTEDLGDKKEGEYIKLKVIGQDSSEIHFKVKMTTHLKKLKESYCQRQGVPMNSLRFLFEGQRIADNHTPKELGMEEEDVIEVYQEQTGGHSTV
Scp-1 inhibitor: inhibitors of human Scp-1 phosphatase; Q9GZU7; Recombinant Scp1, phosphopeptide, malachite green phosphate absorbance; inhibition, % at 20 µM; 340,000 tested, 0.88% active;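 active = inhibition above about 50% at 20 µM, limit read from the data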;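 note: plate controls were DMSO wells with enzyme for no effect and wells lacking enzyme for full effect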
Target sequence (Q9GZU7 76-261 limits assumed): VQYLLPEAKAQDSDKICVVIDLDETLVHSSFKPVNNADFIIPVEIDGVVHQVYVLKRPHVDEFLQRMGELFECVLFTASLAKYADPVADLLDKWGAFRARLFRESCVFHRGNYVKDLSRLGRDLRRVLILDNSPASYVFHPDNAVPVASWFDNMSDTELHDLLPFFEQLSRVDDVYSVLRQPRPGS
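Test system: SCP-1 phosphatase catalytic domain, residues 76-261; measured by: colorimetric phosphate reagent with accelerator and stabiliser, absorbance at 630 nm; timing: enzyme reaction 45 min at room temperature, colour 5 min, stabilisation 30 min; also added: Phosphorylated 17-residue peptide substrate; compound dosing: one concentration, 20 µM, with 1.0% DMSO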
MT1-MMP act inh: MT1-MMP (human) activation inhibition; P50281; HT1080 RFP-PRO-GFP cells, GFP/RFP ratio fluorescence, overnight; percent of plate control window, DMSO zero; 360,000 tested, 0.061% active; GFP/RFP ratio change, % at 20 µM; AID 651647;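 active = GFP/RFP ratio change of at least 30% with cell ATP level not reduced by more than half and red fluorescence within 50% of control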; note: strong numbers were not always called active
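Assay system – RFP-PRO-GFP reporter HT1080 cells · Compound dosing – single dose of 20 µM compound, 1% DMSO final · Incubation – overnight compound exposure at 37 °C · Measure – GFP/RFP fluorescence ratio · Benchmarks – DMSO wells and RFP-L50D-GFP cells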
Rpn11 block: blocks the human proteasome subunit Rpn11; human 26S proteasome, Ub4-pepOG fluorescence polarization; 20S core pre-blocked with epoxomicin; calls only at 20 µM; O00487; AID 588493; 360,000 tested, 0.59% active;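 active = inhibition at 20 µM, scaled to each plate's controls, above about 33%, limit read from the data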
STEP block: blocks human striatal-enriched tyrosine phosphatase; P54829; inhibition, % at 20 µM; recombinant STEP, OMFP fluorogenic substrate, fluorescence; 360,000 tested, 0.25% active;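 active = inhibition at 20 µM, scaled per plate between control wells, above about 37%, limit read from the data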;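 note: 0% = DMSO with enzyme and substrate and 100% = substrate only without enzyme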
Target sequence (P54829 whole entry, looked up): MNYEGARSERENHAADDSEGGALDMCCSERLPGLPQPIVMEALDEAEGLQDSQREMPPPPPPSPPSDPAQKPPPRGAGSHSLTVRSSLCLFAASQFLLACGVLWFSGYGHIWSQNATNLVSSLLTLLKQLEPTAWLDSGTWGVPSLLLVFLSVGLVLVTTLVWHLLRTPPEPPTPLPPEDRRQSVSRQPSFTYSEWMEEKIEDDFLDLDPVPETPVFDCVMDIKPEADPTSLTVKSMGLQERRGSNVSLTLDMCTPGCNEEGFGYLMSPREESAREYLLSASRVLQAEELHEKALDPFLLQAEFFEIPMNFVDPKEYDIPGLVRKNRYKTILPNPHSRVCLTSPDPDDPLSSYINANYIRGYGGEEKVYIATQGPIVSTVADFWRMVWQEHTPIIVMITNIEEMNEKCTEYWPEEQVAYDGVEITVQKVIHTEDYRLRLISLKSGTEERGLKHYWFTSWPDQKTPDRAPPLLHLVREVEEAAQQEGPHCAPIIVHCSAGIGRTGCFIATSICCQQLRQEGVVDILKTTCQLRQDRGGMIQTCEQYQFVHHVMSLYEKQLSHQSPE
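Test system: STEP tyrosine phosphatase / Reagent: OMFP at 25 µM / Doses: 20 µM, 1% DMSO / Read-out: percent inhibition scaled to no-enzyme and uninhibited-enzyme controls, plate-pattern corrected / Detection: FITC-channel fluorescence of OMFP product / Medium: Bis-Tris buffer pH 6.0, 2.5 mM DTT, 0.005% Tween 20 / Schedule: 20 min at room temperature, dark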
SKN-1 block: inhibitors of C. elegans SKN-1 | C. elegans VP596 Pgst-4::GFP/RFP ratio, acrylamide-induced, 24 h | inhibition, % at 21.8 µM | 360,000 tested, 0.49% active | AID 624304;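 active = interference check ratio from 0.5 to 1.5 plus GFP to RFP signal ratio inhibition reaching or exceeding a fixed threshold, cut at about 30% in these data, passing the limit was not always enough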; note: some compounds called inactive have numbers as strong as hits
CendR NRP1 mod: NRP-1/CendR interaction modulation | O14786 | FAM-RPARPAR peptide binding to NRP-1, fluorescence polarization | inhibition, % at 25 µM | 360,000 tested, 0.85% active | AID 602438;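 active = inhibition or corrected inhibition above about 18%, plus a signal ratio from 0.5 to 1.5, limit read from the data, passing the limit was not always enough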; note: strong numbers were not always called active
Active calls of the source: *; i = inactive; / = not tested or not shown.

SMILES | DNMT1 block | NadD block | LMPTP block | SUMO1-SIM PPI | Scp-1 inhibitor | MT1-MMP act inh | Rpn11 block | STEP block | SKN-1 block | CendR NRP1 mod
CN(Cc1ccccc1)C(=O)c1ccc2nc([C@H]3C[C@H](O)[C@@H](CO)O3)[nH]c2c1 | 6 | -2 | -1.5 | 6 | / | 2 | i | -1 | 18 | -8
CC(C)C(c1nnnn1Cc1cccs1)N1CCN(C2CCCC2)CC1 (configuration not stated) | 2 | 1 | 0.0 | 0 | -10 | 6 | i | 0 | 28 | 10
CCC(C(=O)NCc1ccccc1)n1c(Cc2cc(F)cc(F)c2)nc2ccccc21 (configuration not stated) | / | / | 0.6 | 1 | / | -3 | / | / | -6 | 10
O=C(C1=C[C@@H](c2ccc3c(c2)OCO3)C[C@@H](OCc2ccc(CO)cc2)O1)N1CCOCC1 | 6 | -3 | -0.4 | -1 | -6 | 1 | i | 1 | -5 | 2
CC1CCN(C(=O)CN2C(=O)C(=O)c3ccccc32)CC1 | -7 | -4 | -1.7 | -31 | -7 | 0 | i | -2 | -9 | 2
Cc1cc(C)cc(N2C(=O)CC(c3ccccc3)CC2=O)c1 | 1 | -3 | -0.2 | 2 | -6 | 1 | i | 5 | 2 | -4
COc1ccccc1C(=O)N1CCN(c2nc3cc(C)c(C)cc3cc2C#N)CC1 | -4 | 8 | 1.5 | -11 | 0 | -15 | i | 3 | 1 | -13
CC1(C(=O)NCCc2ccccc2)Cc2c(-c3ccccc3)ccnc2O1 (configuration not stated) | -1 | 3 | 0.3 | 3 | / | 3 | i | 0 | 10 | -3
COc1ccc(CCNC(=O)CCc2nc3sc4c(c3c(=O)[nH]2)CCCC4)cc1 | 30 | 6 | 4.2 | 12 | 13 | -6 | i | 3 | 13 | -27
Cc1cc(C)n(C2=NS(=O)(=O)c3ccccc32)n1 | -1 | -7 | -1.2 | 3 | -5 | 1 | i | -4 | -28 | -5
COc1ccc(CNC2CCCc3ccccc32)c(OC)c1 (configuration not stated) | 0 | -4 | 0.8 | 7 | -9 | 1 | i | -2 | 9 | -9
O=C(NC(c1ccccc1)c1ccccc1)N1CCOCC1 | 4 | -4 | 0.3 | 1 | -9 | 0 | i | 1 | 1 | 8
COc1cccc(NC(=O)Cn2cc(C(=O)C3CC3)c3ccccc32)c1 | -1 | -6 | 1.7 | 7 | -7 | 6 | i | 9 | -4 | 4
CCOC(=O)N1CCc2c(sc(NC(=O)CN3CCOCC3)c2C(=O)Nc2ccccc2)C1 | -4 | -5 | 0.6 | 0 | -5 | 1 | i | 1 | 4 | -24
CC(C)(C)Cc1c(-c2cccc(Br)c2)nc2ccc(Br)cn12 | 3 | 2 | 0.8 | -6 | / | 28 | i | 0 | 11 | -55
COc1cc(NC(=O)COC(=O)c2ccc(S(=O)(=O)N3CC(C)CC(C)C3)cc2)c(C)cc1[N+](=O)[O-] (configuration not stated) | 56* | 2 | 1.4 | 10 | 67* | 1 | i | 2 | -2 | 16
O=c1c2ccccc2nc(SCc2ccc([N+](=O)[O-])cc2)n1-c1ccccc1 | -5 | 7 | 2.2 | -8 | -10 | -8 | i | 6 | 14 | -14
CNC(C)c1cc(OC)ccc1OC (configuration not stated) | 2 | -1 | -2.2 | -2 | -4 | 2 | i | -4 | 8 | -10
Cc1ccc(=O)n(C(C(=O)NCc2ccco2)C(=O)c2ccc(F)cc2)c1 (configuration not stated) | 2 | 4 | -0.4 | -3 | -8 | 1 | i | 2 | 6 | 10
O=C(NC(=S)Nc1cc(C(F)(F)F)ccc1N1CCOCC1)c1ccco1 | 8 | -8 | 4.7 | 3 | -10 | -4 | i | 0 | 16 | -6
O=C(NC1CCCCC1)N1CCN(c2nc(-c3ccccc3)cs2)CC1 | -3 | -6 | -1.0 | -5 | -6 | 2 | i | 11 | 21 | -3
Cc1ccc(CNC(=O)CCc2c(C)nc3ncnn3c2C)cc1 | 6 | 1 | -1.4 | -2 | -5 | 2 | i | -2 | 30 | 19
N#C/C(=C(/O)COc1cccc2ccccc12)c1nc2ccccc2[nH]1 | 4 | 12 | -2.2 | 2 | -10 | 6 | i | -1 | -15 | -7
CC(NC(=O)C1CCCCC1)C(=O)NC1=NCCS1 (configuration not stated) | -2 | 5 | -0.2 | 0 | -7 | 1 | i | 2 | -8 | 4
CN(Cc1ccccc1)C(=O)C1CCN(S(=O)(=O)c2cccc3nsnc23)CC1 | 0 | 7 | -0.1 | -34 | 3 | -2 | i | 0 | 11 | -1

The final 6 entries of the section above come first, to join the parts:
SMILES | DNMT1 block | NadD block | LMPTP block | SUMO1-SIM PPI | Scp-1 inhibitor | MT1-MMP act inh | Rpn11 block | STEP block | SKN-1 block | CendR NRP1 mod
O=C(NC(=S)Nc1cc(C(F)(F)F)ccc1N1CCOCC1)c1ccco1 | 8 | -8 | 4.7 | 3 | -10 | -4 | i | 0 | 16 | -6
O=C(NC1CCCCC1)N1CCN(c2nc(-c3ccccc3)cs2)CC1 | -3 | -6 | -1.0 | -5 | -6 | 2 | i | 11 | 21 | -3
Cc1ccc(CNC(=O)CCc2c(C)nc3ncnn3c2C)cc1 | 6 | 1 | -1.4 | -2 | -5 | 2 | i | -2 | 30 | 19
N#C/C(=C(/O)COc1cccc2ccccc12)c1nc2ccccc2[nH]1 | 4 | 12 | -2.2 | 2 | -10 | 6 | i | -1 | -15 | -7
CC(NC(=O)C1CCCCC1)C(=O)NC1=NCCS1 (configuration not stated) | -2 | 5 | -0.2 | 0 | -7 | 1 | i | 2 | -8 | 4
CN(Cc1ccccc1)C(=O)C1CCN(S(=O)(=O)c2cccc3nsnc23)CC1 | 0 | 7 | -0.1 | -34 | 3 | -2 | i | 0 | 11 | -1
COc1ccccc1N1CCN(Cc2cc(=O)c(OCC(=O)NC3CCCC3)co2)CC1 | 3 | -4 | -0.8 | 7 | -3 | 5 | i | 0 | -1 | -7
CCN(CC)S(=O)(=O)c1cccc(C(=O)N/N=C/c2ccc(N3CCOCC3)cc2)c1 | 1 | -2 | -1.1 | -13 | -9 | 0 | i | -1 | 1 | 9
CCOC(=O)N1CCN(C(=O)C[C@@H]2C[C@@]3(C(=O)OCC)CCCC=C3N(Cc3ccc(Cl)cc3Cl)C2=O)CC1 | / | -8 | -0.2 | 3 | / | 1 | / | / | 1 | 6
CCOC(=O)c1cnc(-n2nc(C)cc2C)nc1NC(C)c1ccccc1 (configuration not stated) | -3 | 12 | 4.8 | -5 | -4 | -11 | i | 6 | -21 | 2
Cc1nc(C(=O)N/N=C/c2[nH]ncc2Br)cs1 | 0 | 1 | -1.1 | -3 | 5 | 1 | i | -1 | -6 | 1
CC(C)(C)OC(=O)C(C(=O)OC(C)(C)C)c1ccc(Cl)nn1 | 0 | 1 | 0.2 | 7 | -10 | 2 | i | 1 | 10 | -14
Cc1cccc(OCC(=O)Nc2cc(S(=O)(=O)N3CCOCC3)ccc2N2CCCC2)c1C | -5 | -3 | 0.1 | 6 | 7 | -6 | i | 1 | -7 | -3
O=C(NC(Nc1cc(C(F)(F)F)ccc1Cl)C(=O)c1ccccc1)c1ccccc1 (configuration not stated) | -5 | -1 | 5.0 | 4 | -4 | -19 | i | -3 | 4 | -8
CCCNS(=O)(=O)c1ccc(OCC(=O)OC)cc1 | 3 | -3 | -0.7 | -1 | -4 | 6 | i | 0 | -9 | 1
COc1cc(/C=N/n2c(SC)nnc(C(C)(C)C)c2=O)ccc1O | 0 | 2 | 0.6 | -6 | -3 | 6 | i | -4 | 1 | -4
Cc1nn(CC(=O)N(C)C2CCS(=O)(=O)C2)c(C)c1[N+](=O)[O-] (configuration not stated) | 2 | 5 | -0.3 | -3 | 3 | 2 | i | -1 | 8 | -1
CCC(=O)NC(Nc1cccc(C)n1)(C(F)(F)F)C(F)(F)F | 0 | 5 | -1.3 | -1 | -4 | 2 | i | -3 | 11 | 6
COc1ccc(C(=S)N2CCOCC2)cc1OC(=O)c1cccc([N+](=O)[O-])c1 | -3 | -1 | -0.2 | -17 | -3 | 0 | i | -2 | -4 | -1
CCc1cccc(C)c1NC(=O)CN(C)Cc1cccc(F)c1 | 0 | 0 | -0.7 | -2 | -8 | 3 | i | -3 | 6 | -1
Cc1ccc(CCNC(=O)CN(C)S(=O)(=O)c2ccc3c(c2)c(=O)n(C)c(=O)n3C)cc1 | 1 | 3 | 0.2 | 3 | -10 | -3 | i | 1 | 6 | 3
Cc1ccc(NC(=O)/C=C\C(=O)NCC(=O)O)cc1C | 3 | 2 | -1.2 | -2 | -4 | -1 | i | -6 | 5 | -6
COCCn1c(=NC(=O)CSCC(=O)NC2CCCCC2)sc2cc(OC)ccc21 | -5 | 3 | -0.3 | 7 | 0 | 6 | i | 3 | 6 | 9
CCOC(=O)/C(=N\Nc1cc(Cl)ccc1Cl)N1CCOCC1 | 4 | -8 | 1.5 | -3 | 19 | -1 | i | 0 | -12 | 0
CCNc1nc(NCC)nc(N(C#N)C(C)C)n1 | 1 | -4 | 0.3 | -4 | -1 | 4 | i | 4 | 9 | -12
CCN1C(=O)CC(C(=O)O)SC1=Nc1ccc(OC)cc1 (configuration not stated) | 4 | -1 | -1.0 | -1 | -2 | -2 | i | 11 | -3 | 5
COc1cc(CNn2c(C)n[nH]c2=S)cc(Cl)c1OCC(=O)NC(C)(C)C | -2 | -1 | -52 | 0 | 16 | 7 | i | 3 | -2 | 8
O=C(CN1C(=O)CSc2ncccc21)N1CCOCC1 | 1 | -1 | -1.8 | 4 | 0 | 0 | i | 0 | -2 | 12
CNc1ccccc1C(C)(C)c1cc(-c2ccco2)n[nH]1 | -9 | 2 | 2.6 | -8 | 0 | 34* | i | 2 | 13 | 5
Cc1ccc(C(=O)Nc2ccc(F)cc2)cc1NC1=NC2CS(=O)(=O)CC2S1 (configuration not stated) | 2 | -2 | -0.7 | 6 | -13 | 1 | i | -4 | 2 | 4
CCOC(=O)c1c(C)n(C(=O)c2ccco2)c(=O)n1C(=O)c1ccco1 | -5 | 21 | 1.0 | 3 | -8 | 3 | i | 2 | 18 | -9
O=C(CSc1nc(=O)n2ccccc2n1)NCc1ccccc1Cl | 0 | -5 | -2.4 | 3 | -3 | -1 | i | 0 | -4 | 6
CCCC1(c2ccccc2)NC(=O)N(CC(=O)N2CC(=O)Nc3ccccc32)C1=O (configuration not stated) | 0 | 3 | -0.3 | 0 | 1 | 5 | i | -2 | -9 | 1
CCn1c(SCC(=O)NCc2ccc(F)cc2)nc2c(c1=O)SC(C)C2 (configuration not stated) | -3 | -3 | -0.5 | -2 | -9 | 1 | i | -4 | -1 | 4

Rows are unselected; about 3.9% have a hit in one of these screens.
